Bioassay records: PubChem BioAssay, several laboratories
Neddyl block: cullin neddylation inhibition. P61081+Q13564. TR-FRET cullin neddylation, biochemical. calls only at 25 µM. actives 0.58% (n = 360,000). AID 651699; in the data active = inhibition above about 36%
eLon inh: inhibitors of E. coli Lon protease | P0A9M0 | purified E. coli Lon protease, fluorescence polarization | inhibition, % at 7.94 µM | actives 0.42% (n = 360,000) | AID 602123; in the data active = inhibition above about 13%, passing the limit was not always enough;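 note: 0% = enzyme with probe and DMSO and 100% = no enzyme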
TbMetRS inhib: Trypanosoma brucei MetRS inhibition. actives 0.4% (n = 360,000). inhibition, % at 11.9 µM. purified T. brucei MetRS, ATP depletion, Kinase-Glo luminescence;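 active = inhibition above a per-plate cutoff of the control wells' mean inhibition plus 3 SD, cut at about 5.5% in these data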;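 note: 0% = DMSO wells median and 100% = median of wells with control inhibitor compound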
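Material – parasite MetRS enzyme · Medium – HEPES-MgCl2-KCl buffer plus DTT, spermine, BSA, pyrophosphatase · Reagent – ATP, methionine and E. coli bulk tRNA substrates · Times – 15 min enzyme-compound preincubation, 2 h reaction, 10 min detection, 25 °C · Measured by – luminescence of leftover ATP · Evaluation – percent inhibition relative to median high and low control wells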
MLLE-PAM2 inh: blocks PAM2 peptide binding to the PABP1 MLLE domain. GST-MLLE / FITC-PAM2 fluorescence polarization. AID 588489. inhibition, % at 20 µM. P11940. actives 0.36% (n = 360,000); in the data active = inhibition above about 35%, passing the limit was not always enough;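 note: plate controls were DMSO wells with GST-MLLE for no effect and wells lacking GST-MLLE protein for full effect; some results filed as inactive read as strong as hits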
FAS-TE inh: FAS thioesterase (human) inhibition | P49327 | recombinant FAS-TE, OMFH fluorogenic substrate, fluorescence endpoint | inhibition, % at 15 µM | actives 0.67% (n = 360,000) | AID 602261;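 active = compounds whose normalised, plate-corrected inhibition of enzyme fluorescence in the single-dose primary screen is 50% or more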;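 note: 0% = DMSO with enzyme and 100% = substrate without enzyme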
Rin1 Abl inh: blocks binding of human Rin1 to Abl; P00519+Q13671; TR-FRET Rin1/Abl binding, biochemical; inhibition, % at 7.35 µM; actives 0.4% (n = 360,000); in the data active = inhibition above about 5%, passing the limit was not always enough
Target sequence (P00519 whole entry, looked up): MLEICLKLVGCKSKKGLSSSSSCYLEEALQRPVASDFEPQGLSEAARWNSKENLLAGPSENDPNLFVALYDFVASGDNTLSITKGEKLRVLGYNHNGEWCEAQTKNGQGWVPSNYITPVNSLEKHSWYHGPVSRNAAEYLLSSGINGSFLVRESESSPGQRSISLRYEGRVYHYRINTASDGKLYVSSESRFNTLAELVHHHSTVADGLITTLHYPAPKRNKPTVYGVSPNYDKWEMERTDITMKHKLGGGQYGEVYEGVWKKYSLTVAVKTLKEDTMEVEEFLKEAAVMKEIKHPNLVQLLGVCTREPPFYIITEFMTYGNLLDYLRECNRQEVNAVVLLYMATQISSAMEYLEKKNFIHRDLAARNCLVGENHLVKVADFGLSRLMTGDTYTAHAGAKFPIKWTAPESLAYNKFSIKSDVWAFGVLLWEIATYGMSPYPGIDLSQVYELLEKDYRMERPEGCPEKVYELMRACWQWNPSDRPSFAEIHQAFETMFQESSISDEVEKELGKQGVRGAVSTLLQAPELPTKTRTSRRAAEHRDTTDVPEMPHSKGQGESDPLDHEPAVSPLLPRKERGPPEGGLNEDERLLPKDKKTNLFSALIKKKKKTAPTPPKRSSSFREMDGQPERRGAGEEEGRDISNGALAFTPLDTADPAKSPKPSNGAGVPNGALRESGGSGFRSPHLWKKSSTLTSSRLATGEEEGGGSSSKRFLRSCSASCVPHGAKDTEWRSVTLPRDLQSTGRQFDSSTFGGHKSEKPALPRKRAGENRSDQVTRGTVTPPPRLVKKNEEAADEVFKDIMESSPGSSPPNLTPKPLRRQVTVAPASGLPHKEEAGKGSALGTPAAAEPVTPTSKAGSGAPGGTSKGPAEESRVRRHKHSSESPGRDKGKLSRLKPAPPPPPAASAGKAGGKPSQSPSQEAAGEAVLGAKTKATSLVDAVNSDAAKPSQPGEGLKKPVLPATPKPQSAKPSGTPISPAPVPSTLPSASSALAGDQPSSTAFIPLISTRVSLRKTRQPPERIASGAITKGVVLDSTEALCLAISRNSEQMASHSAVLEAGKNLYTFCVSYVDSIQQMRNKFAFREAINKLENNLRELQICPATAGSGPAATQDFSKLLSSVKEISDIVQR
Target sequence (Q13671 whole entry, looked up): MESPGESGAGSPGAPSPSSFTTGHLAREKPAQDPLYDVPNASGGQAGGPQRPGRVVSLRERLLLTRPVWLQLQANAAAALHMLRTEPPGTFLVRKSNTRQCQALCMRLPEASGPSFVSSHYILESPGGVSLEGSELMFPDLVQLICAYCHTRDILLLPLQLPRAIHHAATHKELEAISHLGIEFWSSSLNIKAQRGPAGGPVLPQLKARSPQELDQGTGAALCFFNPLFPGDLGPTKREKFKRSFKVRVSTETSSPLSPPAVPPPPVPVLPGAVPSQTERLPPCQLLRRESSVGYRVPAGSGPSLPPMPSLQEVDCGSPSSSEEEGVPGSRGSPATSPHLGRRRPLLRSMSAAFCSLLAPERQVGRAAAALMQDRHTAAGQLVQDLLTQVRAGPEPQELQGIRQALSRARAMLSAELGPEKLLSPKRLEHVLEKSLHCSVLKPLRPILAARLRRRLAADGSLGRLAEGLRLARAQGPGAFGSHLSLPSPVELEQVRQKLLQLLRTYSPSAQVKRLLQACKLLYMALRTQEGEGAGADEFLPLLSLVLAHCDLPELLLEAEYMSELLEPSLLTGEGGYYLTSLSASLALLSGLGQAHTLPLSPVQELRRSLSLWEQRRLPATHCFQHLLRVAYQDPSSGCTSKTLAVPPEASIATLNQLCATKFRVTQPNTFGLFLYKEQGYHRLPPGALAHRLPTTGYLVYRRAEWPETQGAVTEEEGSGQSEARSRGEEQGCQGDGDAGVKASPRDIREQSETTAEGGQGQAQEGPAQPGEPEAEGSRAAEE
CSN deneddyl inh: blocks human CSN-mediated cullin deneddylation; Q92905; Purified CSN, SCF-Nedd8-OG deneddylation, fluorescence polarization; inhibition, % at 12.5 µM; actives 0.38% (n = 360,000); AID 651999;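 active = pattern-corrected inhibition above about 35%, with an unprinted fluorescence ratio check between 0.5 and 1.5, limit read from the data, passing the limit was not always enough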;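 note: 0% = enzyme with substrate and 100% = substrate without enzyme; some results filed as inactive read as strong as hits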
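assay system = purified human Csn5 enzyme expressed in HEK293T cells | amount = 0.24 nM enzyme | buffer or medium = Tris/NaCl/DTT buffer, pH 7.5 | reagent = 10 nM SCFSkp2-Nedd8OG | compound = one concentration, 12.5 µM, 0.25% DMSO | times = 90 min reaction at room temperature | signal = FP | read-out basis = % inhibition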
MsrA act: bovine methionine sulfoxide reductase A activation. purified bovine MsrA, absorbance read-out. activation, % at 10.6 µM. actives 0.3% (n = 360,000); in the data active = activation above about 7.5%;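 note: 0% = vehicle and 100% = reference activator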
MsrA inhibitor: inhibits bovine methionine sulfoxide reductase A; actives 0.75% (n = 360,000); purified bovine MsrA, absorbance read-out; inhibition, % at 15.5 µM; in the data active = inhibition above about 4.5%;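 note: 0% = vehicle wells with enzyme and 100% = reference inhibitor wells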
Starred values were filed as active, the others as inactive; i = inactive; · = not tested or not shown.

SMILES | Neddyl block | eLon inh | TbMetRS inhib | MLLE-PAM2 inh | FAS-TE inh | Rin1 Abl inh | CSN deneddyl inh | MsrA act | MsrA inhibitor
CC(=O)Nc1ccc(NC(=O)COc2ccc([N+](=O)[O-])cc2)cc1 | i | 0.6 | -0.2 | 1.6 | 10.2 | -2.1 | 4.4 | -7.9 | 2.5
CCCCCCCc1c(O)nc(SCC(=O)O)[nH]c1=O | i | -2.9 | -0.7 | -9.0 | -4.5 | -1.9 | -2.9 | -5.8 | -0.3
COc1ccc(/C=C2\SC(=N)N(c3ccc(F)cc3)C2=O)cc1OC | i | -8.5 | 0.6 | -3.5 | 0.2 | -0.1 | -9.7 | -2.3 | 0.3
CSCCC(NC(=O)c1ccco1)C(=O)Nc1ccc(C)c(S(=O)(=O)N2CCOCC2)c1 (configuration not stated) | i | 8.7 | -0.6 | 14.5 | -2.5 | 1.5 | 1.7 | -0.9 | 1.3
O=C(CSc1nnc(CNC(=O)C23CC4CC(CC(C4)C2)C3)n1-c1ccc(F)cc1)Nc1ccc(F)cc1 | i | -2.3 | 0.3 | 3.6 | -4.9 | -1.5 | -14.7 | -1.6 | -0.5
COc1ccc(N2CCN(S(=O)(=O)c3ccc(Br)s3)CC2)cc1 | i | -8.4 | -0.6 | 3.3 | 8.1 | -3.5 | -2.9 | -4.0 | -0.6
Nc1c(Cl)ncnc1N1CCN(c2ncnc(Cl)c2N)CC1 | i | -2.4 | -1.3 | -1.2 | -7.1 | -0.6 | 2.7 | -14.6 | 0.7
CCc1cc(C(=O)c2ccc(Br)cc2)c(NC(=O)CN(CC)CC)s1 | i | -1.1 | -0.4 | 15.0 | 23.6 | -0.1 | -3.6 | -4.6 | 0.3
Cc1c(Cl)cccc1S(=O)(=O)N1CCC(C(=O)NNC(=O)C2CC2)CC1 | i | 1.8 | -0.1 | 4.6 | -3.6 | 4.6 | -2.7 | -5.1 | 1.5
N#CC1=C(N)OC2=C(CC/C2=C\c2ccccc2Cl)C1c1ccccc1Cl (configuration not stated) | i | -162.8 | 0.1 | 101.6 | -3.5 | 0.9 | 70.0 | -2.6 | -1.0
Cc1cc(Cl)ccc1OCC(=O)N(Cc1ccco1)C1CCS(=O)(=O)C1 (configuration not stated) | i | 7.2 | 0.4 | 13.1 | 7.0 | -3.0 | 1.5 | -0.3 | -1.2
CCN(CC(=O)Nc1c(F)cccc1F)C(=O)CSc1nnc(-c2ccco2)n1CC | i | -3.0 | -0.4 | 13.4 | 0.0 | -1.1 | 3.8 | -4.9 | 0.3
O=C(NCc1cccnc1)OC1CC2CC1[C@H]1CCCCN1C2=O (some centres not stated) | i | -4.2 | -2.2 | · | -10.8 | · | 0.0 | -13.5 | 1.1
COc1ccc(NS(=O)(=O)c2ccc(-c3coc(C)n3)cc2)c(OC)c1 | i | 2.0 | 0.6 | 0.3 | 5.7 | 0.6 | 0.0 | -0.5 | -0.3
CCCOc1ccc(CNC(=O)C2CCN(c3nn4c(=O)cc(C)nc4s3)CC2)cc1 | i | 0.3 | -0.9 | -7.4 | -5.6 | 3.0 | -0.4 | -4.1 | -1.5
CCCCn1c(/N=C/c2c[nH]c3ccccc23)nc2ccccc21 | i | -8.2 | 2.5 | -10.3 | 13.4 | 0.7 | 7.3 | -3.0 | -0.8
O=C(CN1CCN(C(=O)c2ccc(OCc3cn4ccccc4n3)cc2)CC1)Nc1cccc(F)c1 | i | 3.2 | -0.3 | -4.0 | -4.0 | 4.8 | 0.9 | -0.3 | 1.9
COc1ccc(NS(=O)(=O)c2cccc(C(=O)N/N=C(\C)c3ccc(-n4ccnc4)cc3)c2)cc1 | i | -5.7 | 0.6 | -5.2 | -1.6 | 0.1 | 1.9 | -4.6 | -0.5
COc1cccc(-c2ccc(=O)n(CC(=O)Nc3cc4c(cc3NC(C)=O)OCCO4)n2)c1 | i | 0.8 | 0.5 | 15.7 | -4.7 | 0.0 | 0.9 | -2.1 | ·
Cc1sc2ncn(-n3c(C)ccc3C)c(=O)c2c1C | i | -0.9 | -0.8 | 6.1 | 1.7 | 2.3 | 3.0 | -1.2 | 0.2
CCCNC(=O)C1CNc2ccccc2O1 (configuration not stated) | i | -2.7 | -0.3 | -4.8 | -3.8 | 0.7 | -4.5 | -0.3 | -0.1
COC(=O)Cc1csc(Nc2ccccc2)n1 | i | 3.4 | 0.7 | -8.7 | -8.4 | 0.5 | -3.8 | -2.9 | 0.1
O=C(NCCN1CCOCC1)c1ccc(=O)oc1 | i | 2.3 | 0.1 | -0.6 | -7.1 | -1.8 | -3.2 | -5.8 | 5.4*
O=C(Nc1ccnc(-c2ccncc2)n1)c1ccccc1Cl | i | 3.6 | -0.2 | -4.5 | 0.5 | 0.9 | 1.3 | -2.1 | -0.6
Cc1ccccc1CN1C(=O)CSCC1(C)C(=O)NCc1ccccc1 (configuration not stated) | i | · | 0.1 | · | · | · | 2.8 | · | 0.7
COc1ccccc1N1CCN(C2CCCN(C(=O)C3=NN(C)C(=O)CC3)C2)CC1 (configuration not stated) | i | -2.0 | -0.1 | -5.5 | -11.5 | 6.1 | -3.0 | -4.4 | 1.1
CCc1ccc(NC(=O)C(=S)NC2CCCCC2)cc1 | i | 9.6 | -1.0 | 16.4 | 25.0 | 2.0 | -2.3 | -2.5 | -0.7
Cc1ccc(C(=O)NNC(=S)Nc2cccc3ccccc23)s1 | i | -8.2 | 0.6 | 10.7 | -0.1 | -2.3 | 5.6 | 1.7 | 0.1
CN(NC1CC(=O)N(c2ccccc2)C1=O)c1ccccc1 (configuration not stated) | i | -6.7 | -1.2 | 16.4 | -5.2 | -3.6 | 1.9 | -3.8 | 3.3
COC(=O)[C@@]12CCCCN1[C@H](c1ccc(-c3ccc(Cl)c(Cl)c3)c(OC)c1)[C@@H]1C(=O)N(C)C(=O)[C@@H]12 | i | -0.8 | -0.2 | 3.2 | 44.0 | -0.5 | -2.7 | -2.0 | -1.0

Retrieved one by one from the entries so far (5):
SMILES | Neddyl block | eLon inh | TbMetRS inhib | MLLE-PAM2 inh | FAS-TE inh | Rin1 Abl inh | CSN deneddyl inh | MsrA act | MsrA inhibitor
COC(=O)[C@@]12CCCCN1[C@H](c1ccc(-c3ccc(Cl)c(Cl)c3)c(OC)c1)[C@@H]1C(=O)N(C)C(=O)[C@@H]12 | i | -0.8 | -0.2 | 3.2 | 44.0 | -0.5 | -2.7 | -2.0 | -1.0
Cc1cc(Cl)ccc1OCC(=O)N(Cc1ccco1)C1CCS(=O)(=O)C1 (configuration not stated) | i | 7.2 | 0.4 | 13.1 | 7.0 | -3.0 | 1.5 | -0.3 | -1.2
COc1ccc(NS(=O)(=O)c2ccc(-c3coc(C)n3)cc2)c(OC)c1 | i | 2.0 | 0.6 | 0.3 | 5.7 | 0.6 | 0.0 | -0.5 | -0.3
O=C(CN1CCN(C(=O)c2ccc(OCc3cn4ccccc4n3)cc2)CC1)Nc1cccc(F)c1 | i | 3.2 | -0.3 | -4.0 | -4.0 | 4.8 | 0.9 | -0.3 | 1.9
CSCCC(NC(=O)c1ccco1)C(=O)Nc1ccc(C)c(S(=O)(=O)N2CCOCC2)c1 (configuration not stated) | i | 8.7 | -0.6 | 14.5 | -2.5 | 1.5 | 1.7 | -0.9 | 1.3

Next part.
SMILES | Neddyl block | eLon inh | TbMetRS inhib | MLLE-PAM2 inh | FAS-TE inh | Rin1 Abl inh | CSN deneddyl inh | MsrA act | MsrA inhibitor
CCCc1cc(O)c2c(C)cc(=O)oc2c1 | i | -5.4 | -0.2 | 3.5 | 6.8 | -4.6 | -0.1 | -0.2 | 1.9
CCC1=NC(c2ccccc2)N(O)C1(C)C (configuration not stated) | i | 8.9 | -0.6 | 1.1 | -5.2 | 3.2 | -2.9 | -0.4 | -0.8
O=C(Cn1cnc2cc([N+](=O)[O-])ccc2c1=O)Nc1cccc2ccccc12 | i | -9.9 | 0.0 | -30.4 | 13.6 | -7.1 | 3.4 | -0.1 | 1.1
COc1cccc(Oc2nc(-c3ccncc3)nc3ccccc23)c1 | i | -4.2 | -0.4 | -3.3 | 31.0 | -13.2 | 0.2 | -4.0 | -0.6
O=C(CN1C(=O)COc2ccccc21)N1CCN(C2CCCCC2)CC1 | i | 12.1 | -0.3 | -9.9 | -4.1 | 0.1 | -1.1 | -2.0 | 0.7
C=CC[C@@H](CC(=O)N[C@H](CO)Cc1ccccc1)C(=O)N[C@@H](C)COC(=O)[C@@H](CC=C)CC(=O)OC(C)(C)C | i | -3.1 | 0.4 | 6.0 | -4.1 | 1.4 | 1.8 | -1.6 | 0.3
Cc1cccc(C)c1NC(=O)C(c1ccccc1)n1c(-c2ccccc2)nc2ccccc21 (configuration not stated) | i | · | -0.1 | · | · | · | 4.4 | · | -0.4
CCCc1cc(=O)oc2cc(C)cc(O)c12 | i | -2.3 | 0.6 | 4.8 | 1.2 | -12.2 | -5.3 | -3.6 | 1.8
O=C(N/N=C1\NC(=O)C(CO)(CO)S1)c1ccccc1 | i | -2.0 | 0.2 | -1.4 | -2.8 | 0.0 | 0.3 | -4.1 | -0.3
CC(OC(=O)C1=Cc2ccccc2OC1)C(=O)NC1CCCC1 (configuration not stated) | i | -0.7 | -0.4 | 2.0 | -3.4 | 0.9 | 3.4 | -2.8 | 0.1
CC1CCCN(CCCNC(=O)C2CC(=O)N(CCc3ccccc3)C2)C1 (configuration not stated) | i | -4.4 | -0.3 | 2.2 | -3.6 | 1.2 | 0.8 | -1.2 | 0.4
O=C(NC1CCCc2ccccc21)c1n[nH]c(=O)c2ccccc12 (configuration not stated) | i | -5.8 | -0.1 | 4.0 | 3.4 | -1.3 | 8.2 | -1.2 | 1.0
Cc1ccc(-n2nnnc2SCC(=O)N2CC(=O)Nc3ccccc32)cc1 | i | -18.7 | -0.3 | -19.8 | -6.2 | 1.7 | -1.4 | -1.5 | -0.8
CCOC(=O)C1=C(COC(=O)C2CC(=O)N(c3ccc(CC)cc3)C2)NC(=O)NC1C (configuration not stated) | i | 0.5 | -0.5 | -9.8 | -3.3 | -1.0 | -0.6 | 0.6 | -0.6
CCC(C)[C@H](NC(=O)N1CCCCC1)C(=O)OC (some centres not stated) | i | -0.7 | -1.1 | -6.3 | -3.7 | -0.4 | -3.8 | -4.4 | 0.6
COc1ccccc1N(C)S(=O)(=O)c1ccc(C(=O)OCC(=O)c2c[nH]c3ccccc23)cc1 | i | -4.6 | 0.9 | -43.6 | 9.1 | -0.4 | 2.7 | -1.2 | 0.2
Cc1ccc(CNCCNCCO)s1 | i | 4.6 | -0.1 | 20.2 | -3.7 | 0.9 | -7.3 | -2.5 | -0.6
CC(=O)Nc1ccc(NC(=O)C2CCN(S(C)(=O)=O)CC2)cc1 | i | -4.7 | 0.2 | 2.5 | -11.0 | -2.5 | -2.8 | -3.9 | 0.3
Cc1ccc(S(=O)(=O)c2cc3c(=O)n4ccccc4nc3n(C3CCCC3)c2=N)cc1 | i | 7.6 | -1.6 | -13.2 | 27.1 | 2.9 | 4.6 | -11.0 | -1.4
O=C(Nc1nnc(C2CCCO2)s1)c1ccc(Br)cc1 (configuration not stated) | i | 3.1 | -0.1 | -11.7 | -2.4 | 1.1 | 0.9 | -2.6 | 0.1
COc1cccc(-n2cnc3sc(C)c(C)c3c2=O)c1 | i | -6.7 | -0.9 | 5.9 | -7.6 | -0.3 | -0.2 | -3.8 | 0.0
Nc1cc2c(cc1Cl)-c1ccccc1C2 | i | 8.2 | -0.1 | -7.8 | 12.2 | -0.5 | -0.5 | -2.9 | 0.0
O=C(NC12CCC(O)C(SC1)/C2=N/O)c1ccccc1 (configuration not stated) | i | -14.1 | -0.8 | -6.2 | -5.8 | -2.8 | -0.5 | -3.1 | -0.8
